STK33 kin inh – human STK33 kinase inhibition; Q9BYT3; ADP-Glo luminescence, MBP substrate; 27,000 compounds, 0.44% hits; inhibition, % at 12.5 µM; in the data active = inhibition above about 20%
Target sequence (Q9BYT3 whole entry, looked up): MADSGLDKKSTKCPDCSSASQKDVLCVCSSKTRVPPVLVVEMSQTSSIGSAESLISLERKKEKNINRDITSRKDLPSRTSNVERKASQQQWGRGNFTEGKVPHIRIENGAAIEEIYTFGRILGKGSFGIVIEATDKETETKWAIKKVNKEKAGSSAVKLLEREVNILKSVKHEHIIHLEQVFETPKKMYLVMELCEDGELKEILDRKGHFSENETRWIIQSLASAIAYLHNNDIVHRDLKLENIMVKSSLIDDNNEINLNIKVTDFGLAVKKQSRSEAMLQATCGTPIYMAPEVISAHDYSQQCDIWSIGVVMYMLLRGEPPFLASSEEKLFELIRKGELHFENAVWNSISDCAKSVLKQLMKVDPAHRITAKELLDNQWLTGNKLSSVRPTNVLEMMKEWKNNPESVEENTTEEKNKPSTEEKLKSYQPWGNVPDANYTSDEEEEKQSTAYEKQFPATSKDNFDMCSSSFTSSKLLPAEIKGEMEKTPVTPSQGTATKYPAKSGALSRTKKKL
p53 PUMA act – restores mutant p53 pathway signaling in SW480 cells; SW480 PUMA-promoter luciferase, p53 mutant reactivation; 28,000 compounds, 1.5% hits; activation, % at 9.98 µM; in the data active = activation above about 52%
An asterisk follows results filed as active; x = no result given; & = joins results of further samples. An excerpt. The share of hits here may be higher or lower than overall.

| smiles | STK33 kin inh | p53 PUMA act |
| --- | --- | --- |
| CCN(CC)CCOC(=O)C(c1ccccc1)c1ccccc1 | 5 | 0 |
| CCc1cc(-c2n[nH]c(C)c2-c2ccc3c(c2)OCCO3)c(O)cc1O | x | -53 |
| CC(C)(C(=O)c1cccnc1)c1cccnc1 | 6 | 2 |
| COC(=O)C1=CO[C@@H](O[C@@H]2O[C@H](CO)[C@@H](O)[C@H](O)[C@H]2O)C2C1CC(O)C2C (stereo partly drawn) | 0 | 21 |
| COc1cc(C)nc(-n2nc(C)cc2OC)n1 | -2 | 9 |
| O=C(c1ccccc1)c1ccc2n1CCC2C(=O)O (stereo not drawn) | -1 | x |
| CCOC(=O)Nc1ccc2c(c1)N(C(=O)CCN1CCOCC1)c1ccccc1S2 | -3 | x |
| Cc1ccc(C(=O)C(C)CN2CCCCC2)cc1 (stereo not drawn) | 1 | 18 |
| Cc1cc(O)c2c(c1)C(=O)c1cccc(O)c1C2=O | 5 | x |
| CC1(C)Oc2ccc(C#N)cc2[C@@H](N2CCCC2=O)[C@@H]1O | x | 8 |
| C#C[C@]1(O)CC[C@H]2[C@@H]3CCC4=CC(=O)CC[C@@H]4[C@H]3CC[C@@]21CC | -7 | -4 |
| CC[C@]12CCCN3CCc4c(n(c5ccccc45)[C@@](O)(C(=O)OC)C1)[C@@H]32 | -12 | x |
| C[C@]12CC[C@H]3C(=CCc4cc(O)ccc43)[C@@H]1CCC2=O | 0 | 29 |
| NC(=O)NC(=O)Cc1ccccc1 | 2 | x |
| CCC(Cc1c(I)cc(I)c(N)c1I)C(=O)O (stereo not drawn) | 3 | 6 |
| CN(C)CCC[C@@]1(c2ccc(F)cc2)OCc2cc(C#N)ccc21 | 2 | x |
| CCCCOC(=O)c1ccc(N)cc1 | -8 | 7 |
| CC[C@H]1C(=O)OC[C@@H]1Cc1cncn1C | 3 | x |
| Cc1oncc1C(=O)Nc1ccc(C(F)(F)F)cc1 | 0 | x |
| CN1CCN(CCCN2c3ccccc3Sc3ccc(S(=O)(=O)N(C)C)cc32)CC1 | -2 | 7 |
| NC(=O)c1ccc(-c2nc(-c3ccc4c(c3)OCO4)c(-c3ccccn3)[nH]2)cc1 | 0 | x |
| COc1cc(-c2oc3cc(O)cc(O)c3c(=O)c2OC2OC(CO[C@@H]3O[C@@H](C)[C@H](O)[C@@H](O)[C@H]3O)C(O)C(O)C2O)ccc1O (stereo partly drawn) | 0 | 7 |
| C[C@@H]1O[C@@H](OC[C@H]2O[C@@H](Oc3cc(O)c4c(c3)OC(c3ccc(O)cc3)CC4=O)[C@H](O)[C@@H](O)[C@@H]2O)[C@H](O)[C@H](O)[C@H]1O (stereo partly drawn) | 4 | -4&4 |
| CC1=CCC[C@@H]2[C@](CCc3ccoc3)(C(=O)O)[C@H](C)CC[C@@]12C | -4 | -10 |
| CCCN(CCC)C(=O)C(CCC(=O)O)NC(=O)c1ccccc1 (stereo not drawn) | 5 | x |

3 entries picked at random from the list so far:
| smiles | STK33 kin inh | p53 PUMA act |
| --- | --- | --- |
| NC(=O)c1ccc(-c2nc(-c3ccc4c(c3)OCO4)c(-c3ccccn3)[nH]2)cc1 | 0 | x |
| CCCCOC(=O)c1ccc(N)cc1 | -8 | 7 |
| O=C(c1ccccc1)c1ccc2n1CCC2C(=O)O (stereo not drawn) | -1 | x |

The main list resumes, repeating the four entries before the break.
| smiles | STK33 kin inh | p53 PUMA act |
| --- | --- | --- |
| COc1cc(-c2oc3cc(O)cc(O)c3c(=O)c2OC2OC(CO[C@@H]3O[C@@H](C)[C@H](O)[C@@H](O)[C@H]3O)C(O)C(O)C2O)ccc1O (stereo partly drawn) | 0 | 7 |
| C[C@@H]1O[C@@H](OC[C@H]2O[C@@H](Oc3cc(O)c4c(c3)OC(c3ccc(O)cc3)CC4=O)[C@H](O)[C@@H](O)[C@@H]2O)[C@H](O)[C@H](O)[C@H]1O (stereo partly drawn) | 4 | -4&4 |
| CC1=CCC[C@@H]2[C@](CCc3ccoc3)(C(=O)O)[C@H](C)CC[C@@]12C | -4 | -10 |
| CCCN(CCC)C(=O)C(CCC(=O)O)NC(=O)c1ccccc1 (stereo not drawn) | 5 | x |
| CN(C)CCOC(=O)C(c1ccccc1)C1(O)CCCC1 (stereo not drawn) | 1 | x |
| COc1cc(-c2oc3cc(O)cc(O)c3c(=O)c2O[C@@H]2O[C@H](CO[C@@H]3O[C@@H](C)[C@H](O)[C@@H](O)[C@H]3O)[C@H](O)[C@H](O)[C@H]2O)ccc1O | -7 | 14 |
| COc1ccc([C@@H]2CNC(=O)C2)cc1OC1CCCC1 | x | -3 |
| OCC(O)CN1CCN(c2ccccc2)CC1 (stereo not drawn) | 3 | x |
| CN=C(NC#N)Nc1ccc(C2=NNC(=O)CC2C)cc1 (stereo not drawn) | -2 | -2 |

By substructure: the compounds so far with an aryl methoxy group
| smiles | STK33 kin inh | p53 PUMA act |
| --- | --- | --- |
| COc1cc(C)nc(-n2nc(C)cc2OC)n1 | -2 | 9 |
| COc1cc(-c2oc3cc(O)cc(O)c3c(=O)c2OC2OC(CO[C@@H]3O[C@@H](C)[C@H](O)[C@@H](O)[C@H]3O)C(O)C(O)C2O)ccc1O (stereo partly drawn) | 0 | 7 |
| COc1cc(-c2oc3cc(O)cc(O)c3c(=O)c2O[C@@H]2O[C@H](CO[C@@H]3O[C@@H](C)[C@H](O)[C@@H](O)[C@H]3O)[C@H](O)[C@H](O)[C@H]2O)ccc1O | -7 | 14 |
| COc1ccc([C@@H]2CNC(=O)C2)cc1OC1CCCC1 | x | -3 |

Screening data deposited in PubChem by Broad Institute.
